Source: PubChem BioAssay
Luc counter = Kinase-Glo luciferase inhibition (counter-screen). Q27757. Kinase-Glo luciferase, ATP luminescence, 8 min. Potency, µM (titrated, usually from 38.3 µM), for the others: top-dose activity change, negative = inhibition, actives largely listed as inhibitors. hit rate 0.28% among 200,000. AID 1379; note: potency is the fitted concentration of half-maximal effect; % is set by controls: 0 for no effect and ±100 for the full control effect; nearly all actives have a fitted effect of over 60% in size
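Luminescence was the read-out, taken after 8-minute incubation at ambient temperature. Luciferase turned over luciferin with 10 uM ATP in imidazole pH 7.2 buffer containing KCl, MgCl2, Tween 20 and BSA.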
CBFb RUNX1 block = CBF-beta/RUNX1 interaction disruption; Potency, µM (titrated, usually from 59.8 µM), for inactives: at the highest dose activity, negative = inhibition, actives largely listed as inhibitors; AID 1477; 230,000 tested, under 10 active; AlphaScreen CBFb-His/RUNX1-biotin binding, biochemical; Q01196+Q13951; note: % of control where 0% means no effect
Target sequence (Q01196 whole entry, looked up): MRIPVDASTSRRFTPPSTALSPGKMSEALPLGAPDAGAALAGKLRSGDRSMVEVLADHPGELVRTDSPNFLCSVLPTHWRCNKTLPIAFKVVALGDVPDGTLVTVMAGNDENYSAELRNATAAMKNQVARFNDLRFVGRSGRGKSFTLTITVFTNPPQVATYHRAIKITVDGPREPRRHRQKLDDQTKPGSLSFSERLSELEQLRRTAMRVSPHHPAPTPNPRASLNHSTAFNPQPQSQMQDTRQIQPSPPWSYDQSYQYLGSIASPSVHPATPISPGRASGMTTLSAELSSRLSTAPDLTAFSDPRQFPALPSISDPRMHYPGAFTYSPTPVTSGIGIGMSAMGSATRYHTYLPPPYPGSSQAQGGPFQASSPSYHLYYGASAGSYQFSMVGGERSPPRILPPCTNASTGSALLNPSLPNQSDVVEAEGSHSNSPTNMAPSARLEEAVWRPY
Target sequence (Q13951 whole entry, looked up): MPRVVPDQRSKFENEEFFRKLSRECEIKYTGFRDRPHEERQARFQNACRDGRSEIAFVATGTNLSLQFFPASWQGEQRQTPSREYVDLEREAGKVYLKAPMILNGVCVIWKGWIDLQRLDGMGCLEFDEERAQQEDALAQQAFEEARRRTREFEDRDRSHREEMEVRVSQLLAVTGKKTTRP
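His-tagged CBF-beta and biotinylated RUNX1 (30 nM each) were premixed 20 min at room temperature, exposed to compound for 15 min, then given nickel-chelate and streptavidin AlphaScreen beads (50 ng each). After 90 min, AlphaScreen signal was read.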
HTT aggregate = mutant huntingtin aggregation inhibition; AID 1688; hit rate 1.1% among 220,000; Potency, µM (titrated, usually from 46.1 µM), inactives show at the top dose activity change, negative = inhibition, most hits filed as inhibitors; PC12 HttQ103-GFP aggregates, Acumen cytometry, 40 h; note: potency is the fitted concentration of half-maximal effect; % is set by controls: 0 for no effect and ±100 for the full control effect; nearly all actives have a fitted effect of over 60% in size
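Quantitative HTS on tebufenozide-induced (100 nM) PC12 cells stably expressing polyQ103 Huntingtin exon 1–GFP. Reduction of bright GFP aggregates, detected by laser scanning cytometry after lysis, identified actives across the titration.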
HTT ATP protect = protects HTT-Q103 PC12 cells, measured by ATP; PC12 HTT-Q103 induced, cytoprotection, ATP luminescence, 40 h; AID 1471; hit rate 0.14% among 230,000; Potency, µM (series often up to 56.4 µM), without a hit: cytoprotection (ATP increase), actives largely listed as activators;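 note: potency is the fitted concentration of half-maximal effect; % of control where 0% means no effect; nearly all actives have a fitted effect of over 45% in size; toxic huntingtin expression switched on by the ecdysone agonist tebufenozide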
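Rat PC12, Q103 Htt exon1-GFP fusion, ecdysone promoter; tebufenozide inducer 100 nM final; compound titration; qHTS, 1500 cells/well; ATPlite luminescent read.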
IMPase Li inh = cell-permeable IMPase inhibitors with lithium potentiation. CHO-M1 cells, IP1 TR-FRET (IP-One), carbachol + lithium. Potency, µM (titrated, usually from 59.4 µM), without a hit: top-dose activity, negative = IMPase inhibition, most hits filed as inhibitors. hit rate 0.35% among 210,000. AID 1457;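 note: IP1 builds up when IMPase is blocked and the TR-FRET signal falls; potency is the fitted concentration of half-maximal effect; plate controls were basal vehicle for no effect and high inhibitor control for full effect; nearly all actives have a fitted effect of over 50% in size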
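Lithium-sensitised IP1 accumulation assay; M1-expressing CHO cells treated 30 min at 37C with compound. Competitive antibody detection by time-resolved FRET followed a 10 min room-temperature lysis step.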
LMNA splice mod = modulators of lamin A splicing; Potency, µM (titrated, usually from 46.1 µM), without a hit: at the top dose ratio change, negative = inhibition, most hits filed as inhibitors; AID 1487; HeLa LMNA splicing GFP/RFP minigene ratio, 48 h; hit rate 0.01% among 200,000; active = well fitted inhibition curve with a large enough effect in the signal ratio, with a control signal flat, not every such curve was filed as active; inconclusive = small, poorly fitted or top-dose-only effect, or effect the other way, or a change in a side signal; the % refers to the signal ratio; note: potency is the fitted concentration of half-maximal effect; % is set by controls: 0 for no effect and ±100 for the full control effect
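S3 HeLa stable clones carrying a lamin A-EGFP splicing minigene plus DsRed2 were seeded at 600 cells/well in Opti-MEM with 2% FBS, pin-dosed and incubated 48 h at 37°C. Acumen cytometry (488 nm) gave the GFP/RFP total-intensity ratio.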
SMN2 splice enh = enhancers of SMN2 splice variant expression; HEK293 SMN2-luciferase splicing reporter, luminescence, 30-36 h; Potency, µM (titrated, usually from 46.1 µM), inactives show at the highest dose activity change, positive = activation, actives largely listed as activators; hit rate 2.8% among 210,000; AID 1458; note: potency is the fitted concentration of half-maximal effect; % of control where 0% means no effect; nearly all actives have a fitted effect of over 55% in size
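HEK293 cells carry an SMN2 […]–luciferase reporter in which exon 7 inclusion puts luciferase in frame. Cells were plated 10-12 h before compound addition, then incubated 30-36 h at 37C. ONE-Glo luminescence was read; sodium butyrate at 4.5 mM final served as control.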
Active calls of the source: *; u = inconclusive; x = no result given; & = joins results of further samples; [ ] = dose if it differs, or a comment. Unless noted, calls come from the whole dose curve; as a rule, active = well fitted curve in the direction sought with a large enough effect; inconclusive = small, poorly fitted or top-dose-only effect, or another doubt; inactive = no such curve, though single readings can be large; an effect the other way counts as inactive or inconclusive. Compounds were not picked by outcome; about 4% have a hit in one of these screens.

SMILES	Luc counter	CBFb RUNX1 block	HTT aggregate	HTT ATP protect	IMPase Li inh	LMNA splice mod	SMN2 splice enh
CCCN(CCC)c1nc(N)nc(-c2cc(Cl)ccc2OC)n1	-1%	7%	-7%	-26%	12%[38.3 µM]	u	-10%
O=C(CC1SC(=Nc2ccc3c(c2)OCCO3)NC1=O)Nc1ccc(F)cc1F (stereo not given)	x	10%	-18%[9.22 µM]	-2%[10 µM]	x	x	x
O=C(Nc1cccc(C(=O)O)c1)/C(=C\c1ccc2c(c1)OCO2)NC(=O)c1ccco1	-1%	5%	-5%[9.22 µM]	16%[10 µM]	0%	12%[46 µM]	x
CC1(C)COC2(OC1)C(=O)N(CN1CCOCC1)c1ccccc12	-1%	4%	1%[9.22 µM]	7%[10 µM]	4%	-1%[46 µM]	x
C/C(=N\NC(=O)c1ccco1)c1cc2ccccc2o1	1%	-3%	3%	-21%[10 µM]	-6%	u	20%
Cc1ccc(C)c(C(=O)CSc2nnnn2-c2cccnc2)c1	-1%	4%	15%	12%	20%[38.3 µM]	1%	22%
COc1ccc(OCC(=O)N2CCN(c3cccc(Cl)c3)CC2)cc1	-3%	5%	-3%	-2%	26%[38.3 µM]	5%	-6%
CC1SC2(NC1=O)C1CC3CC(C1)CC2C3 (stereo not given)	3%	-1%	-7%	-31%	25%	x	-12%
Cn1c(C(=O)NCCN2CCCCCC2)cc2c(=O)n(C)c3ccccc3c21	2%	6%	14%	-25%	14%[38.3 µM]	-10%	-39%
Cn1c(CN2CCCC2)c(C#N)c2ccccc21	0%	2%	8%[9.22 µM]	-4%[10 µM]	4%	2%[46 µM]	-1%
CCn1c(O)c(N=Nc2ccc3ccccc3n2)c2ccccc21	x	2%	16%[9.22 µM]	7%[10 µM]	x	x	x
COC(=O)c1ccc(CSc2nc3ccc(Cl)cc3[nH]2)o1	0%	0%	-2%	-9%	12%[38.3 µM]	6%	-38%[inhibitor]
Cc1nc(-c2ccccn2)nc(SCC(=O)c2ccccc2)c1Cl	x	-7%	-24%[9.22 µM]	-11%[10 µM]	x	x	x
COc1ccc(Cl)cc1C(=O)N1CCN=C1SC	-1%	4%	-5%	1%	6%[38.3 µM]	-9%	-5%
O=c1[nH]c(/C=C\c2cccnc2)c([N+](=O)[O-])c(=O)[nH]1	x	2%	13%	-10%	-15%	x	x
C=C(C)C1CC=C(C)/C(=N/NC(=O)COc2ccccc2Cl)C1 (stereo not given)	-2%	1%	10%	23%[10 µM]	14%	u	-24%
O=C(CSc1nnc(CNC(=O)c2c(F)cccc2Cl)o1)Nc1ccc2c(c1)OCCO2	-2%	0%	2%	-1%	13%[38.3 µM]	5%	20%
CCCC(=O)N1CCN(c2ccc(NC(=O)c3ccccc3)cc2)CC1	-6%	3%	-8%	-18%	10%[38.3 µM]	-5%	3%
Clc1ccc(-n2nnnc2-c2cnc(-c3ccncc3)nc2-c2cccs2)cc1	0%	4%	u	-16%[10 µM]	11%	-12%	22%
O=C(NC1CCCCC1)C(c1ccccc1)N(C(=O)c1cccs1)c1ccc2c(c1)OCO2 (stereo not given)	-2%	1%	8%	-1%	10%[38.3 µM]	6%	-4%
CC1=C(/C=C/C(C)=C/C=C/C(C)=C\C(=O)O)C(C)(C)CCC1	-1%&0%&-4%	-1%&23%&22%&25%&18%	x	-62%&-26%&-36%&-14%[inhibitor]	12%&-5%&-2%&17%&20%	u	13%&5%&0%&10%&7%
CSc1ncccc1C(=O)OCc1ccc(Br)cc1	0%	u	14%	-32%	9%	-2%[46 µM]	6%
Cn1c(C(=O)O)ccc1S(=O)(=O)N1CCCCCC1	x	-2%	-5%[9.22 µM]	-7%[10 µM]	x	x	x
COc1ccc(-n2nnc3c(=O)n(CC(=O)N4CCC(Cc5ccccc5)CC4)cnc32)cc1	-1%	7%	u	-18%[10 µM]	40%[activator][38.3 µM]	-8%	-41%[inhibitor]
Cc1ccc(CC(=O)NCc2ccc(F)cc2)cc1	-4%	17%	2%	x	9%	u	28%

Nothing new here: 13 of the compounds above.
SMILES	Luc counter	CBFb RUNX1 block	HTT aggregate	HTT ATP protect	IMPase Li inh	LMNA splice mod	SMN2 splice enh
Cc1nc(-c2ccccn2)nc(SCC(=O)c2ccccc2)c1Cl	x	-7%	-24%[9.22 µM]	-11%[10 µM]	x	x	x
COc1ccc(Cl)cc1C(=O)N1CCN=C1SC	-1%	4%	-5%	1%	6%[38.3 µM]	-9%	-5%
O=c1[nH]c(/C=C\c2cccnc2)c([N+](=O)[O-])c(=O)[nH]1	x	2%	13%	-10%	-15%	x	x
C=C(C)C1CC=C(C)/C(=N/NC(=O)COc2ccccc2Cl)C1 (stereo not given)	-2%	1%	10%	23%[10 µM]	14%	u	-24%
O=C(CSc1nnc(CNC(=O)c2c(F)cccc2Cl)o1)Nc1ccc2c(c1)OCCO2	-2%	0%	2%	-1%	13%[38.3 µM]	5%	20%
CCCC(=O)N1CCN(c2ccc(NC(=O)c3ccccc3)cc2)CC1	-6%	3%	-8%	-18%	10%[38.3 µM]	-5%	3%
Clc1ccc(-n2nnnc2-c2cnc(-c3ccncc3)nc2-c2cccs2)cc1	0%	4%	u	-16%[10 µM]	11%	-12%	22%
O=C(NC1CCCCC1)C(c1ccccc1)N(C(=O)c1cccs1)c1ccc2c(c1)OCO2 (stereo not given)	-2%	1%	8%	-1%	10%[38.3 µM]	6%	-4%
CC1=C(/C=C/C(C)=C/C=C/C(C)=C\C(=O)O)C(C)(C)CCC1	-1%&0%&-4%	-1%&23%&22%&25%&18%	x	-62%&-26%&-36%&-14%[inhibitor]	12%&-5%&-2%&17%&20%	u	13%&5%&0%&10%&7%
CSc1ncccc1C(=O)OCc1ccc(Br)cc1	0%	u	14%	-32%	9%	-2%[46 µM]	6%
Cn1c(C(=O)O)ccc1S(=O)(=O)N1CCCCCC1	x	-2%	-5%[9.22 µM]	-7%[10 µM]	x	x	x
COc1ccc(-n2nnc3c(=O)n(CC(=O)N4CCC(Cc5ccccc5)CC4)cnc32)cc1	-1%	7%	u	-18%[10 µM]	40%[activator][38.3 µM]	-8%	-41%[inhibitor]
Cc1ccc(CC(=O)NCc2ccc(F)cc2)cc1	-4%	17%	2%	x	9%	u	28%

Additional structures
SMILES	Luc counter	CBFb RUNX1 block	HTT aggregate	HTT ATP protect	IMPase Li inh	LMNA splice mod	SMN2 splice enh
CCOC(=O)CC(NC(=O)c1cccs1)c1ccc(OCC)cc1 (stereo not given)	0%	-2%	11%	-10%	-3%[38.3 µM]	15%	-22%
CSc1ccc(S(=O)(=O)N2CCCC2)cc1	2%	6%	-1%	-3%[10 µM]	10%	-5%	2%
COc1ccc(N2C(=O)CC(NNc3ncc(Cl)cc3Cl)C2=O)cc1 (stereo not given)	-2%	-16%	-19%	1%	13%	-6%[9.22 µM]	5%
Cc1cc(=O)c2ccccc2n1Cc1ccccc1	1%	4%	18%[9.22 µM]	15%[10 µM]	2%	-29%[46 µM]	-37%[inhibitor]
CC1CCN(c2ccc(NC(=O)c3cccnc3Cl)cc2)CC1	-8%	13%	-26%[9.22 µM]	-51%[inhibitor][10 µM]	-2%	x	x
CS/C(=N\S(=O)(=O)c1cccs1)Nc1ccc(N2CCOCC2)cc1	8%	6%	-23%	-19%	-2%[38.3 µM]	u	-37%[inhibitor]
O=C(N/N=C/c1ccc(-c2ccccc2[N+](=O)[O-])o1)[C@H]1C[C@@H]1c1ccccc1	-1%	-3%	u	x	-2%	u	-11%
Cc1ccc(NC(=O)C2CCCN(C(=O)c3ccc(Cl)cc3)C2)cc1 (stereo not given)	1%	5%	-6%	x	1%	x	-7%
CN(C)S(=O)(=O)n1cnc(-c2ccccc2)c1-c1ccccc1	1%	0%	9%	14%[1.9 µM]	25%[38.3 µM]	-4%	-28%
NC(=O)NC(=O)COC(=O)c1cccnc1Nc1ccccc1F	x	6%	-12%[9.22 µM]	-1%[10 µM]	x	x	x
CS(=O)(=O)N(CC(=O)N1CCN(c2cccc(Cl)c2)CC1)C1CCCCC1	-1%	4%	-15%	5%	23%[38.3 µM]	u	-20%
Cn1c(=O)c2c(nc(SCC(=O)Nc3ccccc3)n2C)n(C)c1=O	0%	8%	-8%	-2%[10 µM]	28%[38.3 µM]	-5%	5%
CCn1ccc(C(=O)NC2=NCCS2)n1	-4%	7%	4%	x	5%	7%	44%
CCOC(=O)C/C(C)=N/NC(=O)C1CC1(c1ccccc1)c1ccccc1 (stereo not given)	x	-5%	11%	12%[10 µM]	x	-6%	x
COC(=O)c1ccc(C(=O)OC)c(-n2c(=O)c3ccccc3c3ccccc3c2=O)c1	3%	-3%	-16%	-18%[10 µM]	17%	u	-5%
COc1cccc(-c2nnc(NC(=O)Cc3cccs3)s2)c1	-4%	3%	-11%	19%[1.9 µM]	u	u	15%
Cc1cc(O)c2c(-c3ccccc3)cc(=O)oc2c1	3%	9%	-25%	-5%[0.074 µM]	34%[38.3 µM]	-6%	-26%
CCS(=O)(=O)c1nn2c(N)c(/C=C3/C=CC(=O)C(OC)=C3)c(=O)nc2s1	1%	-10%	-15%	6%[10 µM]	14%	-17%	-15%[1.84 µM]
COc1cc(/C=C/C(=O)Nc2ccccc2C(F)(F)F)cc(OC)c1OC	-5%	5%	11%	-29%	-9%[38.3 µM]	-4%	-2%
CC(C)=CC(=O)Nc1c(C)cc(C)cc1Cl	0%	1%	4%	10%[10 µM]	2%	u	-5%
CC1CCCC2(C1)NC(=S)c1c(sc3c1CCCC3)N2 (stereo not given)	1%	-16%	4%[9.22 µM]	u	-7%[38.3 µM]	1%	-21%
O=C(COC(=O)c1ccncc1)c1ccc(Br)cc1	-1%	-1%	11%[9.22 µM]	16%[10 µM]	-2%	u	x
O=C(O)C(CO)N=Cc1c(O)c2ccccc2oc1=O (stereo not given)	2%	1%	-21%	-32%[inhibitor]	-10%	x	-10%
